# Screening data: PubChem, several laboratories
# PREPL inh – PREPL enzyme inhibitors, primary screen, biochemical, fluorescence polarization | recombinant PREPL, fluorescence polarization activity-based probe | Prolyl endopeptidase-like (Homo sapiens), Q4J6C6 | inhibition, % at 5.96 µM | hit rate 0.68% among 320,000; in the data active = inhibition above about 43%;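 note: 0% = enzyme with DMSO and 100% = wells lacking enzyme; many of its hits are not listed in these tables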
# CTSL1 counter – Fasciola hepatica cathepsin L1 inhibitors, primary screen, counter-screen for PFM18AAP inhibitor project, biochemical, QFRET, fluorogenic peptide substrate | recombinant F. hepatica cathepsin L1, Z-Leu-Arg-MCA fluorescence | inhibition, % at 5.96 µM | hit rate 0.49% among 300,000 | AID 1906, 2009;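 active = inhibition above the mean of all tested compounds plus 3 SD, set per screening campaign, cut at about 17% in these data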;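 note: 0% = plate median of test compound wells and 100% = 1 µM Z-Phe-Ala-diazomethylketone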
# ZTA counter – ZTA (EBV) inhibition in EBNA-1 counter-screen; P03206; ZTA-DNA binding, fluorescence polarization; inhibition, % at 11 µM; hit rate 0.15% among 320,000; in the data active = inhibition above about 33%
# Efflux pump mplx – inhibitors of Candida efflux pumps in yeast, primary screen, S. cerevisiae, Nile Red, multiplex | S. cerevisiae Candida pump triplex | inhibition, % at 10 µM | hit rate 0.44% among 330,000;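 active = plate passing quality check with inhibition over a set limit, or well fluorescence over plate mean plus 4 SD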;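 note: Nile Red retained in pooled yeast measured as flow cytometry median fluorescence; 0% = buffer negative control and 100% = Enniatin B positive control; higher means more Nile Red kept so more efflux inhibition; some compounds called inactive have numbers as strong as hits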
# core dimer inh – inhibitors of HCV core protein dimerization, primary screen, biochemical, TR-FRET, high-throughput; TR-FRET GST/Flag-core106 dimerization, 1536-well; inhibition, % at 5 µM; hit rate 0.33% among 300,000; AID 1899, 2009;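 active = inhibition above the mean of all tested compounds plus 3 SD, set per screening campaign, cut at about 45% in these data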
#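 System: GST-tagged and Flag-tagged HCV core protein residues 1-106 / Input: core106 proteins, GST 13.5 nM and Flag 17 nM / Buffer or medium: KF-containing HEPES buffer, pH 7.45, DTT, CHAPS, BSA / Probe or stimulus: Eu-anti-GST and XL665-anti-Flag labelled anti-tag antibodies / Schedule: 4 h, 22.5 °C incubation / Technique: TR-FRET 671 and 617 nm emission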
# TPT1 inh – Candida albicans TPT1 enzyme inhibitors, primary screen, biochemical, fluorescence polarization. recombinant caTPT1, FP RNA substrate dephosphorylation. inhibition, % at 5 µM. hit rate 0.81% among 300,000. AID 1962, 2009;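 active = inhibition above the mean of all tested compounds plus 3 SD, set per screening campaign, cut at about 24% in these data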;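 note: plate controls were DMSO alone for no effect and ferristatin control at 100 nM for full effect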
# EBNA-1 inh – EBNA-1 DNA-binding inhibitors, primary screen, biochemical, fluorescence polarization. inhibition, % at 14.8 µM. hit rate 0.34% among 300,000. AID 1950, 2009; in the data active = inhibition above about 28%
# PP5 inh – PP5 phosphatase inhibitors, primary screen, biochemical, fluorescence; purified PP5c, OMFP substrate fluorescence; inhibition, % at 6.7 µM; hit rate 0.18% among 320,000; AID 1987, 2009; Serine/threonine-protein phosphatase 5 (Homo sapiens), P53041;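 active = inhibition above the campaign's mean inhibition across all tested compounds plus 3 SD, cut at about 9.5% in these data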;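 note: 0% = DMSO only and 100% = 100 µM cantharidin control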
# Target sequence (P53041 whole entry, looked up): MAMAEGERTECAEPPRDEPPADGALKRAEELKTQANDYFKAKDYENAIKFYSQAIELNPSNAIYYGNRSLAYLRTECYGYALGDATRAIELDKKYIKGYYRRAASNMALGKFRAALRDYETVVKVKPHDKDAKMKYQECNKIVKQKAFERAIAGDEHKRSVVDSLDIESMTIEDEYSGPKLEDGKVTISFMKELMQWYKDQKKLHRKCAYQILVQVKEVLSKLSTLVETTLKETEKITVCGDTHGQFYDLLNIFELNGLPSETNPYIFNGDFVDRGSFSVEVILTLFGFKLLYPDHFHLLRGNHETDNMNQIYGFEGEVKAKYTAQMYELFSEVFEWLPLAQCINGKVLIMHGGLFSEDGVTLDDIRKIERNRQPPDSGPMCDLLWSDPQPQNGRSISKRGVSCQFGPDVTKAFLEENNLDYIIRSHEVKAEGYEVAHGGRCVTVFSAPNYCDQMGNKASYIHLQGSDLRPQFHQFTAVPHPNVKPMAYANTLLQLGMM
# PP1 inh – PP1-alpha phosphatase inhibitors, primary screen, counter-screen for PP5 inhibitor project, biochemical, fluorescence, OMFP substrate, single point; Serine/threonine-protein phosphatase PP1-alpha catalytic subunit (Homo sapiens), P62136; purified PP1alpha; inhibition, % at 6.7 µM; hit rate 0.9% among 320,000;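 active = inhibition above the mean inhibition of all tested compounds plus 3 SD, computed separately for each screening campaign, cut at about 15% in these data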
# Target sequence (P62136 whole entry, looked up): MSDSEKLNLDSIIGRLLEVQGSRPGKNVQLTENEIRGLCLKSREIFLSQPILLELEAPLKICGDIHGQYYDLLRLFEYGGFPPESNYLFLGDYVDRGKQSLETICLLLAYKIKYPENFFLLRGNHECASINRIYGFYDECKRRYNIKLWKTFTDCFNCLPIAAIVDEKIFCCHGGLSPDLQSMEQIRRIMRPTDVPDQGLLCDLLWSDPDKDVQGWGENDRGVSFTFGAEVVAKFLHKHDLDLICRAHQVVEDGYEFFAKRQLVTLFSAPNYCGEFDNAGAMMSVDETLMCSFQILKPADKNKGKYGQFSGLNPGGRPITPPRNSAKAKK
# An asterisk follows results filed as active; x = not tested or not shown.
# The line under a structure holds: CTSL1 counter, PP5 inh, PREPL inh, TPT1 inh, core dimer inh, PP1 inh, EBNA-1 inh, ZTA counter, Efflux pump mplx
- COc1ccc(CNC(=O)C(OC(=O)c2ccco2)c2ccccc2)cc1 (stereo not given)
  -43, -0.6, 16, -4, -24, 0, 0, -11, -0.1
- COc1cc(CN(C(=O)c2cc3ccccc3oc2=O)C2CCS(=O)(=O)C2)cc(OC)c1OC (stereo not given)
  -1, 0.6, 0, -3, 0, -2, 0, -2, 0.0
- CCN1C(=O)CC(N2CCC(Nc3ccc(F)cc3)CC2)C1=O (stereo not given)
  5, 3.1, 7, 0, 3, -4, -5, -42, 0.0
- CCCCCCC12CCC(C(=O)O)(CC1)CC2
  -2, 2.3, 1, -6, 14, 0, -9, 5, 0.1
- O=C(CN(Cc1cccs1)C(=O)CNS(=O)(=O)c1ccc(Cl)cc1)NCc1ccco1
  1, -0.6, 2, 2, -4, -2, -2, 0, 0.0
- CN(C(=O)/C=C/c1ccco1)c1ccccc1C(=O)O
  -1, 1.4, -10, -1, -7, -1, -3, 6, 0.0
- COc1ccc(Cc2nc(-c3ccccc3)no2)cc1
  -2, -2.3, 4, 6, -1, -1, 0, -1, 0.0
- CCOC(=O)c1[nH]c(C)c(C(=O)NC(C)CC)c1C (stereo not given)
  -3, 1.2, -3, -3, 2, -1, -7, -4, -0.3
- O=C1CNC(=O)/C1=C/c1ccc(Br)cc1
  -3, -1.9, -2, 1, 1, 1, 7, 3, 0.0
- O=C(O)c1ccccc1-c1ccccc1C(=O)Nc1cccc2ccccc12
  -1, -0.6, 15, 1, 0, -2, -1, 1, 0.2
- Cc1ccc(C(=O)NC(=S)N2CCCCCC2)cc1
  x, 1.4, 16, x, x, 2, x, 1, -0.2
- O=C(CNC(=S)N(CCCN1CCOCC1)Cc1cccs1)NCCCN1CCOCC1
  -1, -0.9, 8, -2, -8, -1, -22, -6, 0.0
- CC1(c2ccc3c(c2)OCO3)NC(=O)N(CC(=O)Nc2ccc(N3CCOCC3)cc2)C1=O (stereo not given)
  -1, 2.0, 3, -1, 1, 0, -8, 2, 0.2
- CCOc1ccccc1NC(=O)COC(=O)CCOc1cc(C)ccc1C
  -8, 0.9, 7, 2, -3, 1, 11, -3, -0.1
- CCCNC(=O)Cn1cnc2sc(C(=O)Nc3cc(OC)c(OC)c(OC)c3)c(C)c2c1=O
  3, 2.6, 8, 1, -1, 1, 4, 3, 0.1
- Cc1cccc(C(C)C)c1NS(=O)(=O)c1cn(C)nc1C
  -1, -1.8, 2, -4, 10, -2, 12, 19, 0.1
- NC(=O)c1ccc(Oc2ncc(C(F)(F)F)cc2Cl)cc1
  -2, 2.1, 7, -2, -2, -4, 0, 6, 0.0
- Cc1ccc(S(=O)(=O)Nc2nc3ccccc3nc2NCc2ccc3c(c2)OCO3)cc1C
  6, 1.3, 12, -3, 0, -1, 5, -2, -0.1
- COc1ccc(OC)c(NC(=O)CN(C)CC(=O)Nc2ccccc2Br)c1
  5, -0.3, 7, -1, 0, -2, 4, 8, -0.1
- Cc1cc(C)c(-n2nnnc2SC(C)C)c(C)c1
  1, 3.0, 18, -5, -5, 0, 2, -4, -0.1
- O=C(CSc1nnc(-c2cnccn2)n1Cc1ccco1)c1ccc(Cl)c(Cl)c1
  2, -0.4, -7, 2, 3, 2, 7, -6, -0.1
- COc1ccccc1NC(=O)CN1CCN(CC(=O)Nc2ccc(OC)c(OC)c2)CC1
  4, -1.5, 4, -1, 0, -2, -1, 2, 0.1
- CCOC(=O)C1=C(O)/C(=C\c2cccs2)N=C1C
  -1, 2.0, -5, 1, -16, 0, -7, -13, 0.1
- NNC(=O)c1oc2ccccc2c1-n1cccc1
  -1, -1.4, -5, -2, 4, -6, 7, -7, 0.0
- Cn1c(=O)c2c(nc(Sc3ccccc3N)n2C)n(C)c1=O
  1, 2.7, 3, -4, -8, -1, 2, -8, -0.1
- Cc1cc(C)n(-c2ccc(C(=O)N3CCN(S(=O)(=O)c4ccc(C(C)C)cc4)CC3)cc2)n1
  x, 4.4, 10, x, x, 3, x, 1, 0.0
- CCOc1ccc(-c2cc(C(=O)O)c3ccccc3n2)cc1
  4, 1.1, -2, 0, -2, 0, 2, -3, 0.0
- CN(C)/C=C/c1oc2ccc(O)cc2c1[N+](=O)[O-]
  6, 6.7, 6, 13, -40, 4, 1, 10, -0.1
- COc1cccc(OCC(O)CNC(=O)c2oc3ccc(C)cc3c2C)c1 (stereo not given)
  -1, 2.2, -24, -4, -2, 1, -7, -15, 0.0
- CC1=NN(c2ccccc2)C(=O)/C1=C\C=C1\N(C)c2ccccc2C1(C)C
  6, 7.7, 23, 61*, -14, 7, -3, -9, 0.1
- COc1ccc(C2=NS(=O)(=O)N(C)C(C(=O)NCc3ccc(F)cc3)=C2)cc1OC
  2, 1.6, 6, -1, 0, -3, 6, -1, -0.1
- COc1ccc(-c2cn3cccnc3n2)cc1NS(=O)(=O)c1ccccc1
  0, 2.6, -13, 1, 4, 0, -5, 4, 0.1
- Cc1ccc(S(=O)(=O)c2nc(S(C)(=O)=O)sc2NCC2CCCO2)cc1 (stereo not given)
  0, -0.9, -4, -6, -5, -3, 3, 0, 0.0
- COc1ccc(-c2ccc([C@H]3[C@H]4C=CC[C@@H](C)[C@@H]4C(=O)N3Cc3ccccc3)c(F)c2)cc1C
  3, 2.3, 12, -4, -7, 7, 4, -5, 0.2
- O=C(CCN1CCCCCC1)Nc1ccc(F)c(F)c1
  1, -2.1, 11, 1, 7, -3, 16, 16, 0.0
- CCn1c(NCc2ccc(N(C)C)cc2)nc2ccccc21
  5, 2.1, 16, 3, -10, 0, -13, 2, 0.0
- COc1ccc(-n2c(N)c(C(=O)NCc3ccco3)c3nc4ccccc4nc32)cc1
  3, 4.9, 9, 8, 8, 1, 0, 16, 0.0
- CC(=O)c1ccc(NC(=S)N(Cc2ccccc2)C(C)C2CC2)cc1 (stereo not given)
  -3, 1.0, -6, -2, 7, 0, -1, -1, -0.3
- COCCNC(=O)CCCn1c(=O)c2cc(OC)c(OC)cc2n(CC(=O)c2ccccc2)c1=O
  -1, -1.2, -5, 1, -3, -3, -1, -3, 0.0
- CCOC(=O)CC1COCCN1C(=O)c1cc(COc2ccc(F)cc2Cl)on1 (stereo not given)
  1, 2.4, 24, 2, 11, -6, -10, 2, 0.5
- CCc1nc(N2CCN(C(C)=O)CC2)c2c3c(sc2n1)CC(C(C)(C)C)CC3 (stereo not given)
  -2, 3.0, 8, 0, 7, -1, 2, 11, 0.5
- COC(=O)c1cc(NS(=O)(=O)c2ccc(C(C)C)cc2)ccc1N1CCOCC1
  -1, 1.6, -10, -1, -1, -5, -4, 4, -0.1
- CCOc1ccccc1C(=O)N[C@H](C(=O)Nc1cc(S(=O)(=O)N(C)C)ccc1OC)C(C)C
  6, 0.3, 19, -1, 0, -2, 6, 6, 0.2
- Cc1ccc(CNS(=O)(=O)c2ccc3c(c2)n(C)c(=O)n3C)cc1
  1, 1.8, 4, 4, 0, -3, -1, -3, 0.2
- CSc1ccccc1OCc1cc(C(=O)N(C)Cc2ccncn2)no1
  2, -0.5, 8, 1, -4, -1, 4, -9, 1.3
- O=S(=O)(c1ccc(Oc2ccc(-c3nnco3)cc2)nc1)N1CCC(Cc2ccccc2)CC1
  -5, 2.9, -15, -3, -1, 2, 2, -16, -0.5
- CC[C@@H](C)[C@@H](C(=O)N1CCN(C(=O)OC(C)(C)C)CC1)n1cc(CCCN=C(NC(=O)OC(C)(C)C)NC(=O)OC(C)(C)C)nn1
  5, 1.8, -8, 0, 1, 0, 4, -11, x
- O=C(NCC1CCCO1)C1CCN(C2CCN(C(=O)C3CCCCC3)CC2)CC1 (stereo not given)
  3, -0.5, 1, 2, -1, -3, 13, 23, 0.0
- Nc1ncnc2c1ncn2[C@@H]1O[C@H](CO)C[C@H]1O
  0, -2.2, 19, 0, 0, -1, 2, -3, -0.3
- COCCNC(=S)N1CCN(S(=O)(=O)c2ccc(Cl)s2)CC1
  -1, -0.6, 3, -2, -3, -4, 0, 8, 0.0
- CN1CCN(c2ccc(CNS(=O)(=O)c3cccc(F)c3)cc2)CC1
  0, -3.3, 4, 0, 2, -3, -7, 3, 0.0
- OCC(CO)(CO)NCC(O)CN1c2ccccc2Sc2ccccc21 (stereo not given)
  2, 0.2, 22, -4, -17, -2, -16, -4, -0.2
- CC1Cc2ccccc2N1S(=O)(=O)c1cccc(C(=O)OCC(=O)NC2CCS(=O)(=O)C2)c1 (stereo not given)
  2, -0.4, 1, 3, 3, -3, 7, 9, 0.0
- Clc1ccc(OCCSCc2nc3ccccc3[nH]2)cc1
  -4, 4.7, -11, 16, 2, 2, 4, 1, -0.1
- Cc1ncsc1C(=O)N1N=C2/C(=C/c3ccccc3)CCCC2C1c1ccccc1 (stereo not given)
  2, 4.8, 12, 2, 8, 9, 2, 4, 0.3
- COc1ccc(C(C(=O)NC(C)(C)C)N(C(=O)CCC(=O)Nc2cc(C)on2)c2cc(C)cc(C)c2)cc1 (stereo not given)
  -1, 2.9, 4, -1, 6, 3, -5, -27, 0.2
- O=c1c2c(nc3n1CCCCC3)-c1ccccc1CC21CCCCC1
  2, 2.9, 8, -4, 0, 1, -18, -1, 0.2

# Filtered by structure, those above containing two or more sulfur atoms
# The line under a structure holds: CTSL1 counter, PP5 inh, PREPL inh, TPT1 inh, core dimer inh, PP1 inh, EBNA-1 inh, ZTA counter, Efflux pump mplx
- O=C(CN(Cc1cccs1)C(=O)CNS(=O)(=O)c1ccc(Cl)cc1)NCc1ccco1
  1, -0.6, 2, 2, -4, -2, -2, 0, 0.0
- O=C(CNC(=S)N(CCCN1CCOCC1)Cc1cccs1)NCCCN1CCOCC1
  -1, -0.9, 8, -2, -8, -1, -22, -6, 0.0
- Cc1ccc(S(=O)(=O)c2nc(S(C)(=O)=O)sc2NCC2CCCO2)cc1 (stereo not given)
  0, -0.9, -4, -6, -5, -3, 3, 0, 0.0
- COCCNC(=S)N1CCN(S(=O)(=O)c2ccc(Cl)s2)CC1
  -1, -0.6, 3, -2, -3, -4, 0, 8, 0.0
- CC1Cc2ccccc2N1S(=O)(=O)c1cccc(C(=O)OCC(=O)NC2CCS(=O)(=O)C2)c1 (stereo not given)
  2, -0.4, 1, 3, 3, -3, 7, 9, 0.0

# Some of these compounds in order of their number in Efflux pump mplx, ascending.
Compound	Efflux pump mplx
CC(=O)c1ccc(NC(=S)N(Cc2ccccc2)C(C)C2CC2)cc1 (stereo not given)	-0.3
COCCNC(=S)N1CCN(S(=O)(=O)c2ccc(Cl)s2)CC1	0.0
COc1ccc(C(C(=O)NC(C)(C)C)N(C(=O)CCC(=O)Nc2cc(C)on2)c2cc(C)cc(C)c2)cc1 (stereo not given)	0.2

# Only part of the results is shown (hit frequency here may not be typical).
